# Screens deposited in PubChem BioAssay by several laboratories.
# ANO1 activ: TMEM16A chloride channel activators or potentiators, primary screen, cell-based, HTS; B-score at 10 µM; HEK293 TMEM16A/YFP-H148Q/I152L, iodide quench fluorescence; hits give low values; Anoctamin-1 (Mus musculus), Q8BHY3; 340,000 compounds, 0.3% hits; AID 623877, 2012;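 active means fluorescence-ratio B-score plate-corrected deviation score at least 3 library SD below zero, with starting fluorescence score within 5 deviations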;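 further: channel opened by trigger with iodide after compound preincubation; score built on the fluorescence ratio of max minus min over baseline; more negative score means more quench and so TMEM16A activation or potentiation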
# HDAC3 inh: HDAC3 deacetylase inhibitors, primary screen, biochemical, fluorescence, cell-free homogeneous | recombinant HDAC3, fluorogenic peptide/trypsin coupled | inhibition, % at 8.3 µM | 320,000 compounds, 0.15% hits | AID 2718, 2010; in the data active means inhibition above about 26%, passing the limit was not always enough
# hERG protect: hERG rescue from dofetilide block, primary screen, cell-based, CHO-hERG, FluxOR thallium flux, dofetilide IC70; Voltage-gated inwardly rectifying potassium channel KCNH2 (Homo sapiens), Q12809; dofetilide IC70 present; activation (rescue from dofetilide block), less the hit threshold, % at 10 µM; 310,000 compounds, 0.51% hits; AID 1511, 2009;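 active means activation above the mean of controls blocked by dofetilide plus 5 SD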;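 further: thallium influx through hERG after potassium depolarization seen as dye fluorescence rise; in these data hits start at about 4.7%; inactives centre near -7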
# TRPC4 potent: positive allosteric modulators of TRPC4, primary screen, cell-based, mouse TRPC4beta, HEK293 mu-opioid, Fluo-4 calcium; Short transient receptor potential channel 4 (Mus musculus), Q9QUQ5; DAMGO EC20, Fluo-4 Ca2+ flux; hits give high values; B-score at 10 µM; 310,000 compounds, 0.42% hits; AID 2227, 2009;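 active means B-score of calcium response area above 5 SD of library B-scores, with initial fluorescence ratio within 5 SD of library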;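 further: B-score of integrated fluorescence ratio over time as area under calcium response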
# KCNK3 inh: human KCNK3 channel inhibitors, primary screen, CHO cells, FluxOR thallium flux, B-score | Potassium channel subfamily K member 3 (Homo sapiens), O14649 | FluxOR fluorescence; hits give low values | B-score at 10 µM | 340,000 compounds, 0.84% hits | AID 602410, 2012;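 active means B-score under library mean minus 4 SD, starting fluorescence ratio at most library mean plus 5 SD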;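 further: more negative B-score means stronger inhibition of thallium flux through KCNK3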
# Target sequence (O14649 whole entry, looked up): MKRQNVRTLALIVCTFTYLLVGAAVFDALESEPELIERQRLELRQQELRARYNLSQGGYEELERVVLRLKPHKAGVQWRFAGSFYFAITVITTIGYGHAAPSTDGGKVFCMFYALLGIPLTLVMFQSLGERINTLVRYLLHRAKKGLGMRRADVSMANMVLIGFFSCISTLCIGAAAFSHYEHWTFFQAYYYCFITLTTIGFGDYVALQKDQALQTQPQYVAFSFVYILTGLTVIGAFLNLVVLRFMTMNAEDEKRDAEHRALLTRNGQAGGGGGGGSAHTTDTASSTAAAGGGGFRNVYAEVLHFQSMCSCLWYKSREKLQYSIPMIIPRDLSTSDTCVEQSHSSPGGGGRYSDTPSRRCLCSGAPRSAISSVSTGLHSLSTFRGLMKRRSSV
# KCNQ1 pot: potentiators or activators of KCNQ1 channel, primary screen, cell-based, thallium flux, high-throughput. B-score at 10 µM. 310,000 compounds, 0.35% hits. CHO-K1 KCNQ1, thallium flux FluxOR fluorescence; hits give high values;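 active means fluorescence ratio B-score, a plate-corrected score, at least three library SD, with initial intensity B-score within 5 SD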
#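 Assay system: CHO-K1 cells stably expressing KCNQ1. Medium: assay buffer for compound exposure, DMSO matched across wells. Timing: 37 °C overnight plating, 90-min dark dye load, 20-min compound pretreatment. Signal: kinetic FluxOR fluorescence, 10 s baseline plus 110 s post-stimulus.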
# TRPC4 act: activators of mouse TRPC4 channel, primary screen, Fluo4 calcium, HEK293 TRPC4beta/mu-opioid cells; B-score at 10 µM; 310,000 compounds, 0.49% hits; Fluo4 calcium fluorescence; hits give high values; Short transient receptor potential channel 4 (Mus musculus), Q9QUQ5;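 active means B-score above 5 SD of library B-scores, and initial fluorescence ratio not above library mean plus 5 SD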;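 further: positive B-score marks a calcium rise read as TRPC4 activation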
#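 Incubation: 45 min room-temperature Fluo4 loading, 110 s read / System: HEK293 cells stably co-expressing mouse TRPC4beta and mu-opioid receptor / Signal: Fluo4 fluorescence, kinetic / Control set: buffer (low) and maximal DAMGO (high) / Measure: integrated baseline-normalised fluorescence ratio, converted to per-well B score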
# TMEM16A inh: TMEM16A chloride channel inhibitors, primary screen, cell-based, HTS; normalized B-score (activity score, 25-100; higher = stronger inhibition) at 10 µM; AID 588511, 2011; 310,000 compounds, 1.2% hits; Anoctamin-1 (Mus musculus), Q8BHY3; HEK293 TMEM16A/YFP iodide influx fluorescence, ionomycin;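 active means ratio plate-corrected score three or more library SD toward inhibition, starting fluorescence score within five deviations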;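 further: score derived from kinetic fluorescence span divided by baseline fluorescence per well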
# Dyrk1A ADPGlo: rat Dyrk1A kinase inhibitors, primary screen, biochemical, single point, plate reader; 310,000 compounds, 0.43% hits; Dual specificity tyrosine-phosphorylation-regulated kinase 1A (Rattus norvegicus), Q63470; ADP-Glo luminescence, NFATc1 peptide; inhibition, % at 12.5 µM; in the data active means inhibition above about 50%;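 further: plate controls were vehicle with enzyme for no effect and no enzyme for full effect; many of its hits are not listed in these tables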
# KCNK9 block: KCNK9 potassium channel inhibitors, primary screen, HEK293 cells, thallium flux; Potassium channel subfamily K member 9 (Homo sapiens), Q9NPC2; 310,000 compounds, 1.2% hits; B-score at 10 µM; FluxOR thallium flux fluorescence; hits give low values;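 active means ratio B-score over 3 SD below the library mean, with starting fluorescence within 5 SD of its mean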;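 further: negative B-score means less thallium flux so channel inhibition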
# Target sequence (Q9NPC2 whole entry, looked up): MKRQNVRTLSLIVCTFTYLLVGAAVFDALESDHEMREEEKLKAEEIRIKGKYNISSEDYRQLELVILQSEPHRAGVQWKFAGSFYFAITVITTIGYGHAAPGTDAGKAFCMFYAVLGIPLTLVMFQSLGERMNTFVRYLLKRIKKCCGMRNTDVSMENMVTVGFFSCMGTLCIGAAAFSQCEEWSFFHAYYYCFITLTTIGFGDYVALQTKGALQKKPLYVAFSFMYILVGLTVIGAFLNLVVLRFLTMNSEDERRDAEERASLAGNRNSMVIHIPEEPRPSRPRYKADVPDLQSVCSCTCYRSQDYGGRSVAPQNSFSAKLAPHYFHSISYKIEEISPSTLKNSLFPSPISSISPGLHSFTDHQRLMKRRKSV
# KCNQ1 block: inhibitors of human KCNQ1 channel, primary screen, cell-based, thallium flux, high-throughput; Potassium voltage-gated channel subfamily KQT member 1 (Homo sapiens), P51787; CHO-K1 KCNQ1, FluxOR thallium flux fluorescence; hits give high values; B-score at 10 µM; 310,000 compounds, 1.3% hits; AID 2642, 2010;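 active means compounds whose thallium flux B-score, printed positive for inhibition, exceeds three library SD while starting fluorescence stays within three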;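 further: channel opened by potassium depolarization with thallium stimulus after 20 min compound exposure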
# The depositor's hits bear a star; i = inactive; nt = no result given. These rows are one share of the data; count on the stated rates, not on these rows.
# The line under a structure holds: ANO1 activ	HDAC3 inh	hERG protect	TRPC4 potent	KCNK3 inh	KCNQ1 pot	TRPC4 act	TMEM16A inh	Dyrk1A ADPGlo	KCNK9 block	KCNQ1 block
> O=C(CN1C(=O)C2CC=CCC2C1=O)Nc1nnc(SCc2ccc(F)cc2)s1 (stereo not drawn)
→ i	3.1	-5.5	i	i	i	i	i	3.0	i	i
> COc1ccc(/C=C2/C(=O)N(Cc3ccccc3)N=C2C)cc1
→ i	-2.2	-8.2	i	i	i	i	i	-4.4	i	i
> CCOC(=O)c1c(NC(=O)c2ccc(Br)o2)sc2c1CCCC2
→ i	-11.5	-6.9	i	i	i	i	i	4.1	i	i
> CSc1nc(C(=O)N2CCCC(C(=O)c3ccc(Cl)cc3)C2)cs1 (stereo not drawn)
→ i	4.5	-14.9	i	i	i	i	i	-7.0	i	i
> COc1ccc(Cl)c2sc(N(CCN(C)C)C(=O)c3ccc4c(c3)OCCO4)nc12
→ i	5.4	-18.8	46*	i	i	i	i	15.1	i	i
> c1ccc2c(c1)ccc1nnc(SCc3ccc4c(c3)OCO4)n12
→ i	11.0	-5.0	i	i	i	i	i	4.1	i	i
> CC(=O)c1cnc2nc(SCc3ccc(C)cc3)nn2c1C
→ i	2.2	-8.5	i	i	i	i	i	-1.0	i	i
> CNC(=O)C(NC(=O)c1ccccc1)=C(C)C
→ i	-1.4	-7.0	i	i	i	i	i	0.2	i	i
> CCCN1C(=O)/C(=C/c2ccc(OCC(=O)OCC)cc2)NC1=S
→ i	nt	-10.3	i	i	i	i	nt	3.0	i	i
> O=[N+]([O-])c1ccc(Oc2ncccn2)cc1
→ i	3.4	-3.0	i	i	i	i	i	nt	i	i
> COCCN(CCOC)c1nc(N)c2c(N)nc3c(c2c1C#N)CC(=O)N3Cc1ccc(Cl)cc1
→ i	-15.1	-8.7	i	i	i	i	i	2.0	i	i
> N#Cc1cc(C(=O)c2cc(Br)ccc2O)cn(Cc2ccccc2)c1=O
→ i	3.0	-16.4	i	i	i	i	i	1.2	i	i
> Cc1ccc2oc(NC(=O)N3CCOCC3)cc(=O)c2c1
→ i	6.4	-3.5	i	i	i	i	i	1.0	i	i
> CCCSc1nc(N)nc(-c2cccs2)c1C#N
→ i	12.4	-11.5	i	i	i	i	i	22.3	-6.92*	i
> CCOC(=O)C1CCN(Cc2cnc(Oc3ccc(Cl)cc3C)s2)CC1
→ i	-7.0	-14.1	i	i	i	i	i	4.4	i	i
> CCN(CC)CCCNc1cc2n(c(=O)n1)CCc1cc(OC)c(OC)cc1-2
→ i	-24.8	-6.1	i	i	i	i	i	2.7	i	i
> O=C(Nc1c(C(=O)O)[nH]c2ccccc12)c1cccc(C(F)(F)F)c1
→ i	6.9	-17.5	i	i	i	i	i	18.0	i	i
> C/C(CC(=O)NCc1ccc(Cl)cc1)=N\NC(=O)COc1ccc(C)cc1Br
→ i	1.7	-9.1	i	i	i	i	i	3.3	i	i
> COc1cccc(C(=O)O/N=C(\N)c2ccncc2)c1OC
→ i	3.6	-4.8	i	i	i	i	i	-0.7	i	i
> COC(OC)C12c3ccccc3C(c3ccccc31)C1C(=O)N(c3cccnc3)C(=O)C12 (stereo not drawn)
→ i	1.0	-6.4	i	i	i	i	i	nt	i	i
> CCC(=O)Nc1ccc(C(=O)CSc2nnc(-c3cccnc3)o2)cc1
→ i	0.5	-7.3	i	i	i	i	i	11.5	i	i
> O=C(NCCc1csc(-c2cccnc2)n1)c1cccs1
→ i	0.4	-15.6	i	i	i	i	i	3.3	i	i
> C#CCOCCOCCOCCNc1nc(N2CCOCC2)nc(N2CCN(C(=O)[C@H]([C@@H](C)CC)n3cc([C@@H](N)CO)nn3)CC2)n1
→ i	6.4	-5.8	i	i	i	i	i	6.2	i	i
> COc1ccc(C(=O)NC2=NCCS2)c(OC)c1
→ i	-3.4	-14.2	i	i	i	i	i	-2.5	i	i
> Cc1ccc(NC(=O)CN(C)C(=O)c2cccnc2Nc2cccc(C(F)(F)F)c2)cc1
→ i	-8.5	-11.7	i	i	i	i	i	-0.5	i	i
> Cn1c(C(=O)N2CCc3ccccc3C2)cc2oc3ccccc3c21
→ i	-1.4	-1.9	i	i	i	i	i	13.7	i	i
> Cc1csc(NC(=O)CSc2nncs2)n1
→ i	1.1	-15.4	i	i	i	i	i	8.1	i	i
> CCN(CC(=O)NCCc1ccccc1)S(=O)(=O)c1ccccc1
→ i	-1.8	-3.6	i	i	i	i	i	-3.1	i	i
> CCOC(=O)c1nn(-c2ccccc2)c(=O)c(C#N)c1C
→ i	-1.0	-4.2	i	i	i	i	i	2.6	i	i
> Cc1ccc(NC(=O)COC(=O)c2ccc3c(c2)C(=O)N(CCc2ccccc2)C3=O)c(C)c1
→ i	5.3	-3.3	i	i	i	i	i	-10.6	i	i
> Cc1ccc(CN2CCC(CNC(=O)C3CCCN(c4ncnc5c4nc4n5CCCCC4)C3)CC2)cc1 (stereo not drawn)
→ i	-4.8	-8.1	i	i	i	i	i	-2.1	i	i
> CCn1c2c(c(=N)c3c1CCC3)CCC2
→ i	-4.3	-4.2	i	i	i	i	i	-32.8	i	i
> Cc1ccc(C)c(OCCCC(C)(C)C(=O)O)c1
→ i	-0.5	-4.8	i	i	i	i	i	8.2	i	i
> COc1ccc(/C=C(/NC(=O)c2ccc([N+](=O)[O-])cc2)C(=O)NC(C)(C)C)cc1
→ i	6.6	-5.1	i	i	i	i	i	-6.2	i	i
> O=C(NC(Nc1ncccn1)C(=O)c1ccccc1)c1ccccc1 (stereo not drawn)
→ i	-14.5	-19.1	i	i	i	i	i	6.4	i	i
> CCOC(=O)/C=c1\s/c(=C\c2ccc(C(=O)OC)cc2)c(=O)n1CC(=O)Nc1ccccc1
→ i	4.5	-0.8	i	i	i	i	i	-0.5	i	i
> Cc1ccc(-c2csc(NC(=O)CSc3nc4ccccc4c(=O)n3CCCN(C)C)n2)cc1
→ i	7.6	-45.6	i	i	i	i	i	-3.3	i	8*
> COc1ccc(N2CCN(S(=O)(=O)CCNC(=O)c3cccs3)CC2)cc1
→ i	-3.0	-17.9	i	i	i	i	i	10.0	i	i
> Cc1ccc(NCc2nnc(SCC(=O)Nc3nnc(C)s3)n2C)cc1
→ i	7.0	-5.3	i	i	i	i	i	22.2	i	i
> Cc1[nH]n(CCC#N)c(=O)c1CC(=O)N1CCN(c2ccccc2)CC1
→ i	-5.1	-10.6	i	i	i	i	i	-2.1	i	i
> O=C(Nc1nccs1)c1cn(-c2ccccc2)nc1-c1ccccc1
→ i	-1.8	-3.3	i	i	i	i	i	3.1	i	i
> CCCn1nnnc1SCC(=O)NC1CCCC1
→ i	-1.6	-4.8	i	i	i	i	i	-0.2	i	i
> CCOC(=O)c1ccc(N2C(=O)CC(N3CCC(C(=O)OCC)CC3)C2=O)cc1 (stereo not drawn)
→ i	1.4	-14.9	i	i	i	i	i	-2.5	i	i
> COC(=O)c1nc(NC(=O)c2ccc(C(C)(C)C)cc2)n[nH]1
→ i	nt	-10.1	i	i	i	i	nt	-2.4	i	i
> C=CCOCC(O)Cn1c(N2CCCC2)nc2c1c(=O)n(C)c(=O)n2C (stereo not drawn)
→ i	1.4	-3.1	i	i	i	i	i	1.9	i	i
> CCC(=O)N(CCC1(C(C)C)CCOC(C)(C)C1)C(C)c1cccs1 (stereo not drawn)
→ i	2.9	-2.6	i	i	i	i	i	42.0	i	i
> Cc1ccccc1NC1=NC2(CCCC2)N=C(N)N1
→ i	-3.6	-10.0	i	i	i	i	i	0.2	i	i
> CCOc1ccc(NC(=O)NCCN2C(C)CCCC2C)cc1 (stereo not drawn)
→ i	3.7	-9.0	i	i	i	i	i	-0.5	i	i
> O=Cc1cc2ccccc2nc1SCc1ccc(Cl)cc1
→ i	-1.1	-8.1	i	i	i	i	i	-2.1	i	i
> COc1ccc(-c2[nH]ncc2CN(C)Cc2ccccn2)c(OC)c1
→ i	2.7	-6.1	i	i	i	i	i	nt	i	i
> CC(NC(=O)COc1ccccc1)C(c1cccs1)N1CCCC1 (stereo not drawn)
→ i	-4.3	-8.5	i	i	i	i	i	nt	i	i
> COc1ccc(Cn2nnc(C(=O)Nc3ccc(F)cc3)c2N)cc1
→ i	-5.7	-2.6	i	i	i	i	i	-1.1	i	i
> O=C(COC(=O)c1cccc(N2C(=O)c3ccccc3C2=O)c1)Nc1ccccc1
→ i	-9.0	-6.7	i	i	i	i	i	0.7	i	i
> CCOc1ccc(Br)cc1/C(C)=N\NC1=NCCN1
→ i	0.9	-8.1	i	i	i	82*	100*	5.9	i	i
> O=C(Nc1ccc(Oc2ccccc2)nc1)C1CCCCN1Cc1ccco1 (stereo not drawn)
→ i	-4.3	-11.9	i	i	i	i	i	1.0	i	i
> Cc1ccc(S(=O)(=O)N[C@@H](Cc2ccccc2)C(=O)CCl)cc1
→ i	-1.7	nt	nt	i	nt	nt	i	-2.5	nt	nt
> CCc1noc(C)c1C(=O)Nc1nc(-c2ccc(Cl)cc2Cl)c(C)s1
→ i	2.9	-7.6	i	i	i	i	i	-6.4	i	i
> Fc1ccc(COc2ccc(-c3nnco3)cc2)cc1
→ i	-0.5	-6.2	i	i	i	i	i	nt	i	i
> C/C(=C/C(=O)O)C(=O)Nc1cccc(C(F)(F)F)c1
→ i	-9.2	-4.6	i	i	i	i	i	-3.8	i	i
> COc1ccc(C(=O)NC(=S)Nc2cccc3ncccc23)cc1[N+](=O)[O-]
→ i	0.8	-4.2	i	i	i	i	i	19.5	i	i
